Assay outcomes (PubChem BioAssay)
LANA DNA inh: blocks KSHV LANA C-terminal domain binding to DNA | MBP-C-LANA/FAM-LBS DNA binding, fluorescence polarization | inhibition, % at 9 µM | 0.078% of 340,000 active | AID 504423;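 active = highest replicate inhibition at or above 60% at 9 µM, even if other replicates fall short; inactive = all replicates below 60% inhibition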;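 note: 0% = neutral control wells and 100% = 4 µM acridine orange control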
SR-BI DiI-HDL act: activators of SR-BI mediated HDL lipid uptake; AID 504775; CHO ldlA[mSR-BI] cells, DiI-HDL uptake fluorescence, 3 h; 100 = double the neutral-control signal; activation, % at 12.5 µM; 0.096% of 320,000 active;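 active = mean replicate activation of at least 60% and every replicate at or above 60%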;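 note: 0% = median plate neutral-control signal and 100% = twice that signal; values of inactives mirror those of a sister screen read the other way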
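Test system: SR-BI-overexpressing, LDLR-lacking CHO cells; Medium: Ham's F12 with 0.5% BSA, HEPES 25 mM, pH 7.4; Schedule: 3 h, 37 °C; Technique: bottom-read fluorescence, 550/595 nm.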
SR-BI DiI inh: blocks mouse SR-BI lipid uptake from DiI-HDL; Q61009; ldlA[mSR-BI] CHO cells, DiI-HDL uptake fluorescence, 3 h; 0.96% of 320,000 active; inhibition, % at 12.5 µM;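 active = mean replicate inhibition of at least 70% and a set share of replicates each scoring 70 or more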;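 note: 0% = median of neutral control wells and 100% = median of positive control wells; values of inactives mirror those of a sister screen read the other way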
DAGLB inh: blocks human DAGLB lipase activity; Q8NCG7; 0.059% of 340,000 active; HEK293T DAGLB membrane lysate, EnzChek fluorogenic substrate; inhibition, % at 5.17 µM; in the data active = inhibition above about 34%;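 note: 0% = enzyme with vehicle and 100% = wells lacking enzyme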
Target sequence (Q8NCG7 whole entry, looked up): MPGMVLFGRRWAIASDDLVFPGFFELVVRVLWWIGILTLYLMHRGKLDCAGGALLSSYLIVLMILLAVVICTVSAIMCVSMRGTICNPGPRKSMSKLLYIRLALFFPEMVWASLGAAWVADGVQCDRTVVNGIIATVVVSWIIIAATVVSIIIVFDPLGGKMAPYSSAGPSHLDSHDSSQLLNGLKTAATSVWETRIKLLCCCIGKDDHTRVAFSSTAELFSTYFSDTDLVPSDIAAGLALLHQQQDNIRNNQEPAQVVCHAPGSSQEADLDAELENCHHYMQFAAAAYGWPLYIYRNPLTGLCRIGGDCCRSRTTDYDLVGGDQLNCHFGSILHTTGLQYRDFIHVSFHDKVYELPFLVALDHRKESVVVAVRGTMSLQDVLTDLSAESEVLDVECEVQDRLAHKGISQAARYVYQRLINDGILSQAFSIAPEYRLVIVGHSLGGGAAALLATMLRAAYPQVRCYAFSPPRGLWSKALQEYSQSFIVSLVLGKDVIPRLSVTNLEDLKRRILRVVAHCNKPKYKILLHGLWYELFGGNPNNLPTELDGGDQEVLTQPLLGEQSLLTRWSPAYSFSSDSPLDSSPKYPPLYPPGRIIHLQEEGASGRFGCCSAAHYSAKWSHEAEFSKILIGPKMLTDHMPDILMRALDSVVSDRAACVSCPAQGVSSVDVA
PvdQ inh: P. aeruginosa PvdQ acylase inhibition; purified PvdQ acylase, fluorescence plate reader; inhibition, % at 10 µM; 0.063% of 340,000 active; AID 488965; in the data active = inhibition above about 30%, passing the limit was not always enough;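 note: 0% = vehicle neutral wells and 100% = reference inhibitor wells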
RTF Ca sens inh: cardiac RTF calcium desensitization. 0.12% of 340,000 active. IANBD-labeled cardiac RTF, Ca2+ fluorescence. AID 493244. inhibition, % at 7.15 µM. P19429+P45379;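 active = inhibition above the mean inhibition of all tested compounds plus 3 SD, cut at about 17% in these data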;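 note: assay run at fixed EC70 calcium of 1.6 mM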
Arrestin-AP2 inh: inhibitors of human beta-arrestin and AP2 interaction | FITC-arrestin peptide / GST-AP2 beads, flow cytometry; AP2 beta2 appendage carries R879A mutation | inhibition, % at 10 µM | 0.31% of 340,000 active | AID 504490;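 active = inhibition above a set limit, near 3 SD of compounds lacking own fluorescence, cut at about 54% in these data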;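 note: plate controls were DMSO wells for no effect and 5 µM unlabelled arrestin peptide for full effect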
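Material – GST-tagged AP2 beta2-adaptin appendage (R879A) on 4 µm glutathione beads · Probe or stimulus – fluorescein-tagged arrestin peptide at 50 nM final · Timing – 12 min plus 1 h, RT · Detection – bead flow cytometry, FITC channel · Read-out basis – inhibition as reduced fluorescein signal on beads, percent · Medium – PBS plus Tween 20 (0.05%) and BSA (0.1%)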
Keap1-Nrf2 PPI: Keap1-Nrf2 (human) interaction inhibition; Q14145; Keap1 Kelch-Nrf2 peptide fluorescence polarization, 1536-well; inhibition, % at 9.4 µM; 0.15% of 340,000 active; in the data active = inhibition above about 12%;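 note: human Keap1 Kelch domain with fluorescein labeled Nrf2 9mer peptide probe; 0% = neutral control wells and 100% = peptide positive control; higher means more block of Keap1 binding to Nrf2 peptide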
NSD2 HMT inh: blocks human histone methyltransferase NSD2; inhibition, % at 12.5 µM; 0.54% of 310,000 active; NSD2 peptide methylation, AlphaScreen, 120 min; O96028; in the data active = inhibition above about 50%
PKA-R2B act: PKA-R2B complex activation; P22694+P31323; PKA-R2B holoenzyme dissociation, Cy5-IP20 fluorescence polarization; R2B truncated from residue 108, S112A mutant; 0% DMSO only, 100% 113 µM cGMP; activation, % at 11.4 µM; 0.079% of 340,000 active;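 active = activation above a cutoff set at the mean over all compounds plus 3 SD, cut at about 18% in these data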;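 note: higher means more holoenzyme dissociation and a rise in polarization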
Numbers without * were called inactive; nt = no result given.

SMILES	LANA DNA inh	SR-BI DiI-HDL act	SR-BI DiI inh	DAGLB inh	PvdQ inh	RTF Ca sens inh	Arrestin-AP2 inh	Keap1-Nrf2 PPI	NSD2 HMT inh	PKA-R2B act
CCOC(=O)c1ccc(NC(=S)NN2CCOCC2)cc1	-1.7	3	-3	-1	-6	-2	0	-1	-2	-15
C(=N\n1cnnc1SCc1ccccc1)/c1ccco1	2.4	nt	nt	3	-13	-6	1	-3	2	-2
CC(C)Cn1cc(C(=O)NCCCOC(C)C)c2c3ccccc3n(C)c2c1=O	0.1	8	-8	0	-2	0	2	1	3	3
Cc1ccc(S(=O)(=O)NCc2ccccc2)cc1C(=O)N(C)CC(=O)Nc1c(Cl)cccc1Cl	1.0	-3	3	1	8	-5	-1	2	-1	-4
CC(=O)Nc1ccc(N(CC(=O)NC2CCCC2)C(=O)CCC(=O)Nc2cc(C)on2)cc1	0.7	13	-13	-1	-6	-20	-1	-6	-4	-10
COC(=O)Cn1cnc2c1c(=O)n(C)c(=O)n2C	0.4	3	-3	0	-18	-8	1	-1	6	-14
CCOc1ccc2oc(C(=O)N(C)CC(=O)Nc3ccc(OCC)c(OCC)c3)c(C)c2c1	0.9	-82	82*	-3	-12	-7	-9	-1	1	4
CC(C)C[C@@H]1CN=C(N)N1C[C@@H]1CCCN1C[C@H](C)N1C[C@@H](Cc2ccccc2)N(CCc2ccc(Cl)c(Cl)c2)C1=N	1.4	7	-7	2	-22	-16	-1	3	nt	-3
Cc1cc(C(C)(C)C)oc1C(=O)OCC(=O)NC1CCCCC1	0.4	29	-29	-4	-1	4	31	-1	-1	-13
CC(C)(CCc1ccccn1)C(=O)C(CCc1ccccn1)CCc1ccccn1	-1.5	5	-5	1	-14	0	-7	5	1	1
CC(c1n[nH]c(=S)n1Cc1ccccc1)N(C)C (stereo not drawn)	-0.8	9	-9	2	-5	0	2	-2	0	4
COC(=O)c1nc2n(n1)C(c1cccc(Cl)c1)C1=C(CC(C)(C)CC1=O)N2 (stereo not drawn)	-0.6	7	-7	-1	-1	-7	25	0	nt	-3
CCCOc1cccc(C(=O)Nc2cc(NC(=O)c3ccco3)ccc2OC)c1	0.2	-24	24	-5	7	11	-3	-8	nt	9
COc1ccc2c(=O)c3ccccc3oc2c1	0.2	7	-7	-6	-6	-1	-6	-4	nt	0
COc1ccc(NC(=O)Cn2nnc(C(=O)NCc3ccc(C)cc3)c2N)cc1Cl	1.2	-11	11	1	-6	2	-23	2	-4	8
CCc1sc(C(=O)N2CCc3ccccc32)cc1C	1.1	-49	49	-4	10	0	4	-2	0	-8
N#C/C(=C(/O)CN1C(=O)c2ccccc2C1=O)c1nc2ccccc2[nH]1	1.0	-15	15	2	-17	-2	-3	-1	0	-1
O=C1OC(Cc2ccccn2)C(O)=C1C1=NCCCCN1 (stereo not drawn)	-2.8	-1	1	-5	8	-14	12	6	-1	-6
COc1ccc(CNC(=O)Cc2ccc(NC(=O)C3=C(C)OCCS3)cc2)cc1	1.2	-36	36	1	5	-4	40	-2	0	-5
Cc1nccn1CCc1nc(N)nc(N)n1	0.2	-3	3	2	1	-11	28	0	-2	-4
Cc1ccccc1S(=O)(=O)Cc1ccc(C(=O)NCCCN(C)Cc2ccccc2)o1	1.2	14	-14	3	-8	-3	1	-5	2	4
COc1ccc(CC(=O)NCC2(N3CCCCC3)CCCCC2)cc1	0.8	13	-13	-2	6	-5	10	-2	-1	-4
CCOc1ccc(NC(=O)CSc2nc3nc(C)cc(C)n3n2)cc1	-0.8	nt	-4	-2	16	4	5	-1	-3	-14
CC(C)(C)n1nc2c(c1NC(=O)COc1ccc(F)cc1)CS(=O)(=O)C2	-0.5	8	-8	0	-15	-2	7	-1	5	1

Records above printed as active in SR-BI DiI inh.
| compound | LANA DNA inh | SR-BI DiI-HDL act | SR-BI DiI inh | DAGLB inh | PvdQ inh | Arrestin-AP2 inh | Keap1-Nrf2 PPI | NSD2 HMT inh | PKA-R2B act |
| --- | --- | --- | --- | --- | --- | --- | --- | --- | --- |
| CCOc1ccc2oc(C(=O)N(C)CC(=O)Nc3ccc(OCC)c(OCC)c3)c(C)c2c1 | 0.9 | -82 | 82* | -3 | -12 | -9 | -1 | 1 | 4 |

5 entries picked at random from the list so far:
SMILES	LANA DNA inh	SR-BI DiI-HDL act	SR-BI DiI inh	DAGLB inh	PvdQ inh	RTF Ca sens inh	Arrestin-AP2 inh	Keap1-Nrf2 PPI	NSD2 HMT inh	PKA-R2B act
COc1ccc(NC(=O)Cn2nnc(C(=O)NCc3ccc(C)cc3)c2N)cc1Cl	1.2	-11	11	1	-6	2	-23	2	-4	8
COc1ccc(CC(=O)NCC2(N3CCCCC3)CCCCC2)cc1	0.8	13	-13	-2	6	-5	10	-2	-1	-4
Cc1ccccc1S(=O)(=O)Cc1ccc(C(=O)NCCCN(C)Cc2ccccc2)o1	1.2	14	-14	3	-8	-3	1	-5	2	4
O=C1OC(Cc2ccccn2)C(O)=C1C1=NCCCCN1 (stereo not drawn)	-2.8	-1	1	-5	8	-14	12	6	-1	-6
Cc1nccn1CCc1nc(N)nc(N)n1	0.2	-3	3	2	1	-11	28	0	-2	-4

Next section
SMILES	LANA DNA inh	SR-BI DiI-HDL act	SR-BI DiI inh	DAGLB inh	PvdQ inh	RTF Ca sens inh	Arrestin-AP2 inh	Keap1-Nrf2 PPI	NSD2 HMT inh	PKA-R2B act
CC(=O)C1=C(O)C(CSCc2ccccc2)N(C)C1=O (stereo not drawn)	-4.9	21	-21	1	18	2	12	-2	4	-5
Cc1cccc(CNCc2ccccc2)c1	0.9	6	-6	0	-2	-5	8	-1	-4	-5
Cc1cc(=O)oc(C)c1C(=O)NCc1ccc(F)cc1	1.4	1	-1	-1	-3	-6	0	2	1	-9
Cc1ccc(NC(=O)c2ccc(Cl)c(N3C(=O)CCC3=O)c2)cc1	-0.9	-33	33	4	-11	-1	7	-2	-2	-4
NC(=O)c1cc(C(=O)c2ccc(Cl)cc2Cl)c[nH]1	-0.9	25	-25	-4	5	-5	-12	-4	0	6
COc1cc(/C=N/NC(=O)CN2CCCCC2)ccc1OCc1ccc(Br)cc1	0.4	16	-16	4	4	4	3	0	1	6
COC(=O)C1=C(C(=O)c2ccccc2)C(c2ccc(O)c(OC)c2)n2nnnc2N1 (stereo not drawn)	0.5	-7	7	2	21	-3	19	-5	1	-12
Oc1ccc(C(c2nnnn2CCc2ccccc2)N2CCN(c3nc4ccccc4s3)CC2)cc1 (stereo not drawn)	-7.8	-51	51	2	-13	-6	-10	-2	0	-8
COc1ccccc1N1CCN(C(c2cccs2)C(C)NS(=O)(=O)c2ccccc2)CC1 (stereo not drawn)	-0.2	-52	52	-6	4	3	5	-3	nt	5
O=C(C1CCC(CNc2c(N3CCCCC3)c(=O)c2=O)CC1)N1CCc2ccccc2C1 (stereo not drawn)	1.0	0	0	4	3	-8	-3	-2	nt	2
CCSc1cc(Cl)nc(N)n1	0.3	-3	3	1	-7	5	-12	1	-8	-11
CC1CCc2c(sc3nc(CN4CCOCC4)nc(N4CCc5ccccc5C4)c23)C1 (stereo not drawn)	-3.4	-48	48	1	-10	-3	-3	-7	3	-10
COC(=O)N1CCN(S(=O)(=O)c2ccc(F)cc2)CC1	-1.7	5	-5	-4	-1	-10	3	3	-1	4
Cc1cccc(NC(=O)CN(C)S(=O)(=O)c2ccc(Cl)cc2)n1	-0.5	-1	1	-3	-8	-4	-8	-4	1	-1
COc1cc(/C=N/O)cc(Br)c1OCc1ccc(Cl)cc1	-0.7	-19	19	-9	-16	7	0	-8	-1	-11
O=C(O)c1cc(Br)ccc1NS(=O)(=O)c1cccc2nsnc12	1.0	2	-2	13	-5	3	13	-4	-1	-1
COc1ccc(Nc2cccccc2=O)cc1	0.9	-26	26	-1	-2	-1	4	2	9	-3
CCN(CC)S(=O)(=O)c1ccc(Cl)c(C(=O)OC2CC(C)OC2=O)c1 (stereo not drawn)	-1.1	5	-5	-1	-13	-13	4	-4	-2	-1
Cc1ccc(OCc2nc3ccccc3n2C)cc1	-0.5	30	-30	-5	-2	-1	-20	3	-3	-12
COC(=O)c1c(NC(=O)COc2ncnc3ccccc23)sc(C)c1C	1.4	-23	23	-3	-2	-6	5	-1	-3	-9
O=C(CN(Cc1cccs1)C(=O)CNS(=O)(=O)c1ccc(F)cc1)NCC1CCCO1 (stereo not drawn)	-1.5	-1	1	1	-7	-6	5	-1	1	0
C/C=C\C=C/C(=O)Nc1cccc(C2=NOC3(C2)C[C@@H](C(N)=O)N(C(=O)/C=C/C=C\C)C3)c1 (stereo partly drawn)	-0.9	10	-10	-1	-10	3	-16	-12	nt	7
CCn1c2c(c3ccc(OC)cc31)CCCC2=O	2.9	-15	15	-5	-8	0	-10	5	-3	-9
O=C(NCc1ccc(F)cc1)C1CC(=O)N(C2CCCCC2)C1 (stereo not drawn)	-1.7	-4	4	2	-7	-7	-4	-7	-6	-7
O=C(NCCN1CCCCC1)Nc1ccc([N+](=O)[O-])cc1	-0.7	5	-5	-3	7	-6	39	1	2	6
Cc1csc(NC(=O)C2CCCCC2)n1	5.0	31	-31	1	2	2	4	0	nt	0
Nc1nnc(N)c2ccccc12	1.3	13	-13	1	-7	-4	0	6	-1	-14
CCc1c(C)nc(N)n2c(SCC(=O)N3CCCC(C)C3)nnc12 (stereo not drawn)	0.7	-12	12	0	-3	-3	3	-5	-4	6
O=C(c1cc2ccccc2oc1=O)N1CCOCC1	1.1	12	-12	-2	0	10	35	-1	-2	0
O=C(O)CSc1ccc2nnc(-c3cccnc3)n2n1	-0.3	18	-18	-4	4	-7	28	-4	-3	-2
O=C(Nc1ccc(N2CCOCC2)cc1)c1ccncc1	-0.9	6	-6	1	0	2	-6	3	10	-4
